# High-throughput results deposited in PubChem by several laboratories.
# Rac1 GTP hydrolysis – MgcRacGAP GTPase-activating activity inhibitors, confirmation, biochemical, ADP Hunter fluorescence; actives 0.6% (n = 340,000); MgcRacGAP-stimulated Rac1 GTP hydrolysis, ADP Hunter fluorescence; higher % means a stronger effect; GST-tagged Rac1 F28L mutant substrate; inhibition, % at 30 µM; hits with a dose series show IC50 in µM; AID 624330;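 active = first-screen hits whose inhibition reached a set limit at any dose in the follow-up dose series; inconclusive = inhibition above the set first-screen limit but never retested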;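 note: fluorescence reports GDP produced by GAP-driven GTP hydrolysis; strong numbers were not always called active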
# Large T inhibition – TAg ATPase/helicase activity blockers – biochemical (AID 1903); SV40 large T antigen ATPase/helicase inhibition assay; higher % means a stronger effect; actives 0.39% (n = 310,000); inhibition, % at 20 µM, or IC50 in µM where a hit was titrated; in the data active = a potency from the dose series; inconclusive = inhibition mostly from about 32% at the one dose, without a potency; inactive = the rest, 99 in 100 with inhibition below about 32%; note: strong numbers were not always called active
# AID2073 – inhibitors of Mint1-CaV2.2 protein interaction, biochemical, HTRF (AID 2073); HTRF protein-protein interaction, Mint1-CaV2.2; higher % means a stronger effect; inhibition, % at 20 µM; hits with a dose series show IC50 in µM; actives 0.19% (n = 290,000); in the data active = inhibition mostly above about 51%, no sharp cut-off; inconclusive = no clear call, values can overlap the other calls; inactive = mostly below about 53%; note: some results filed as inactive read as strong as hits
# West Nile antiviral – inhibition of WNV-induced cytopathic effect – cell-based, CPE readout (AID 1621); West Nile virus-infected cells, CPE inhibition; higher % means a stronger effect; CPE inhibition, % at 10 µM, or IC50 in µM where a hit was titrated; actives 0.02% (n = 290,000); in the data active = a potency from the dose series; inconclusive = CPE inhibition mostly from about 3.7% at the one dose, without a potency; inactive = the rest, 99 in 100 with CPE inhibition below about 2.2%; note: strong numbers were not always called active
# SIAH1 antagonists – Siah-1 peptide-binding antagonists, primary screen, biochemical, fluorescence polarization, rhodamine-plectin, uHTS (AID 1817); actives 0.02% (n = 290,000); Siah-1 / rhodamine-plectin peptide fluorescence polarization; higher % means a stronger effect; one-dose displacement, % at 20 µM; IC50 in µM for titrated hits;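 active = displacement of at least 50% at 20 µM, with a fluorescence ratio check between 0.3 and a set limit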;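 note: plate controls were Siah plus tracer with DMSO for no effect and tracer alone without Siah for full effect; strong numbers were not always called active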
# NTR1 ag – NTR1-driven beta-arrestin-GFP spot formation – imaging, U2OS cells, high content, primary screen (AID 493036) | P30989 | agonist mode | activation, % at 20 µM | actives 0.17% (n = 330,000);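 active = activation at or above 40% of the spot to cytoplasm intensity ratio, with at least 20 cells analyzed; inconclusive = wells under 20 cells, flagged as cytotoxic or low count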;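 note: 0% = DMSO without peptide and 100% = 100 nM NTR1 peptide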
# Target sequence (P30989 whole entry, looked up): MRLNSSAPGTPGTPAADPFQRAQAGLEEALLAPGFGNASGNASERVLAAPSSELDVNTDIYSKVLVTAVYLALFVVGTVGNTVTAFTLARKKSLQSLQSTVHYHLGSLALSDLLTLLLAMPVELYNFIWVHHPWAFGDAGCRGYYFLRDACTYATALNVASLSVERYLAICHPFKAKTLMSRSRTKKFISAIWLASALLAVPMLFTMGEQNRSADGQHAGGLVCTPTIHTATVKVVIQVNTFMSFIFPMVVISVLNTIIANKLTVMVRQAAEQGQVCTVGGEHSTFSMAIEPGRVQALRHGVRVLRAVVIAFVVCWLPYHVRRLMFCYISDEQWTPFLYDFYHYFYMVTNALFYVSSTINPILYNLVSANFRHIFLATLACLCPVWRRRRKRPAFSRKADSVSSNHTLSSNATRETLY
# RSV antiviral HEp-2 – RSV antiviral activity via CPE protection, HEp-2 cells, primary 10 µM value included (AID 2391). HEp-2 cells, RSV-induced CPE inhibition; higher % means a stronger effect. one-dose CPE inhibition, % at 10 µM; IC50 in µM for titrated hits. actives 0.13% (n = 310,000); in the data active = a potency from the dose series; inconclusive = CPE inhibition mostly from about 23% at the one dose, without a potency; inactive = the rest, 99 in 100 with CPE inhibition below about 21%; note: strong numbers were not always called active
# UTI89 phage lysis – protection from phage-mediated lysis, alamar blue read-out – E. coli UTI89, K1F phage, bacterial capsule biogenesis inhibitors (AID 488966) | E. coli UTI89 K1F phage lysis, alamar blue, 2 h; higher % means a stronger effect | inhibition, % at 100 µM, or IC50 in µM where a hit was titrated | actives 0.02% (n = 340,000);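 active = phage lysis inhibition, versus mean bacterial control, above a set limit; inconclusive = no clear call, values can overlap the other calls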;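 note: capsule biogenesis inhibitors block K1F phage lysis so surviving cells raise fluorescence; higher fluorescence means more inhibition of phage lysis; actives were called in the ten point dose series up to 300 µM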
# NS5 inhibitors – Dengue-2 NS5 methyltransferase inhibitors, primary screen, biochemical, confirmation dose response (AID 588689); Dengue-2 NS5 methyltransferase capping enzyme assay, biochemical; higher % means a stronger effect; inhibition, % at 25 µM, or IC50 in µM where a hit was titrated; actives 0.3% (n = 340,000); in the data active = a potency from the dose series; inconclusive = inhibition above about 29% without an active follow-up result
# NTR1 ag cell count 20 µM – also measured in NTR1 ag; calls as there; cell count; measured here: cell count, cytotoxicity flag
# NS5 inhibitors pilot replicate – second read-out of NS5 inhibitors, no call of its own (marks repeat the call); inhibition, %; measured here: pilot screen replicate inhibition
# An asterisk follows results filed as active; ? = inconclusive; / = no result given; [ ] = dose if it differs, or a comment.
SMILES,Rac1 GTP hydrolysis,Large T inhibition,AID2073,West Nile antiviral,SIAH1 antagonists,NTR1 ag,NTR1 ag cell count 20 µM,RSV antiviral HEp-2,UTI89 phage lysis,NS5 inhibitors,others
CCC(CC)c1nnc(NC(=O)c2cccc(S(=O)(=O)N3CCOCC3)c2)s1,-1%,/,/,/,/,0.2,59,/,-2.4%,1%,
CCCNC(=O)OC[C@H]1O[C@H](CCO/N=C/C[C@@H]2C=C[C@H](OC(C)=O)[C@@H](COC(C)=O)O2)C=C[C@@H]1Oc1ccc(OC)cc1,/,4%,24%,/,-1%,2.0,89,0.7%,/,/,
CCO[C@@H]1OC(C(N)=O)=C[C@H](C2CC2)[C@H]1CCCO,10%,-2%,/,0.5%,/,2.3,57,0.1%,0.8%,-12%,
CCOC(=O)CSc1nnc(-c2ccc([N+](=O)[O-])cc2)o1,-3%,25%,2%,-0.4%,-2%,-1.2,68,0.6%,0.1%,-6%,
Cc1nc2cc(C(F)(F)F)ccc2n1CCNc1nc(-c2ccc(F)cc2)cs1,14%,29%,-20%,-0.6%,4%,12,76,12%,4.5%,-6%,
CC(C)C(c1nnnn1C1CCCC1)N1CCN(c2ccccc2F)CC1 (stereo not drawn),7%,-3%,2%,-0.7%,-1%,-0.6,53,1.2%,0.7%,-5%,
CC(=O)Oc1ccc(-c2ccc(C(=O)Nc3cccc(S(=O)(=O)N4CCOCC4)c3)cc2)cc1,4%,5%,44%,?,-2%,6.3,51,18%,0.9%,1%,
CCC(=O)NC(Nc1cc(C)cc(C)n1)(C(F)(F)F)C(F)(F)F,3%,0%,4%,0.5%,1%,-1.0,85,2.1%,0.3%,-6%,
CC(C)OC(=O)Cn1cnc2ccc(Br)cc2c1=O,11%,5%,-6%,0.2%,0%,2.0,60,3.0%,3.5%,0%,
Oc1c(Br)cc(Br)cc1C=Nc1cccc2ncccc12,23%,26%,/,/,/,0.1,26,3.9%,-0.6%,12%,
COc1ccc(-c2csc(N3CCN(Cc4ccc5c(c4)OCO5)CC3)n2)cc1,0%,16%,-20%,-0.2%,-3%,0.4,74,-0.3%,5.6%,-6%,
CCC1(C)Cc2c(C#N)c(N)n(-c3ccccc3)c(=S)c2CO1 (stereo not drawn),1%,5%,-1%,-0.8%,2%,3.0,56,2.1%,3.0%,-19%,
CN(CC(=O)NCCc1ccc(F)cc1)Cc1ccccc1,4%,2%,7%,-0.6%,-5%,-0.3,49,0.6%,0.2%,0%,
CCOC(=O)C1CCCN(C(=O)c2sc3nc(-c4ccc(OC)cc4)cn3c2C)C1 (stereo not drawn),4%,0%,-26%,/,8%,1.7,59,-0.3%,-0.1%,-11%,NS5 inhibitors pilot replicate=-0.6
Cc1ccccc1CC(=O)N1CCN(S(=O)(=O)c2cccs2)CC1,2%,11%,9%,-0.6%,-3%,2.0,68,1.5%,-0.1%,-8%,
Nc1ccc(Oc2ncccn2)c(Cl)c1,/,5%,-2%,0.3%,-3%,-1.2,92,0.8%,0.1%,-1%,
COc1ccc(OC)c(CNc2ncc(-c3ccc(F)cc3)n2C)c1,?,/,-1%,-0.4%,-1%,1.0,46,/,0.3%,1%,NS5 inhibitors pilot replicate=6.7
CCCNC(=O)c1ccccc1NS(=O)(=O)c1ccc(OC)c(OC)c1,4%,3%,15%,0.3%,-4%,-0.5,98,0.7%,0.2%,-11%,
Cn1c(SCC(=O)Nc2cccc(NC(=O)c3cccs3)c2)nnc1-c1ccncc1,-6%,1%,1%,0.4%,2%,-0.7,44,1.4%,-0.1%,-5%,
CN(CCC#N)c1ccc(/C=C(\C#N)c2ccccn2)cc1,8%,3%,?,0.4%,27%,0.2,48,?,-0.1%,-14%,
Cc1c(Cl)c(C(=O)NNC(=S)Nc2ccccc2)nn1C,6%,17%,-18%,/,1%,2.9,49,1.0%,1.4%,-1%,
CCc1ccc(C(=O)OCC(=O)c2c(N)n(CC(C)C)c(=O)n(C)c2=O)cc1,8%,5%,17%,-0.4%,-3%,6.0,44,15%,-0.5%,-13%,
CC(C)[C@H](NS(=O)(=O)c1cccc(C(F)(F)F)c1)C(=O)OCC(N)=O,3%,2%,11%,0.3%,3%,0.7,43,0.2%,0.4%,-9%,
CCOc1ccc2[nH]c(=O)c(CN(CCCO)C(C)=O)cc2c1,12%,9%,-3%,-0.1%,2%,0.1,34,0.6%,0.4%,0%,
N#CC(c1ccccc1)(c1ncc(C(F)(F)F)cc1Cl)N1CCOCC1 (stereo not drawn),7%,2%,-2%,/,-2%,0.6,78,1.1%,-0.7%,2%,
CC1CCN(CC(=O)Nc2ccc(S(=O)(=O)N3CCCCC3)cc2)CC1,4%,-2%,8%,-1.3%,-1%,0.9,44,-0.3%,3.4%,5%,
COCCNC(=O)CSc1ncnc2sc(-c3ccccc3)cc12,6%,9%,-1%,-1.4%,4%,2.4,56,5.5%,0.1%,0%,
COc1ccc(/C(N)=N/OC(=O)c2cccc([N+](=O)[O-])c2)cc1OC,-5%,0%,-4%,1.6%,0%,2.5,64,-0.2%,-1.3%[50 µM],3%,
C#CCOCCOCCOCCNc1nc(N2CCN(C(=O)[C@H](CCCCN)n3cc(C(N)CC(C)C)nn3)CC2)nc(N2CCN(C(=O)[C@H](CCC(=O)O)n3cc(C(N)[C@H](C)CC)nn3)CC2)n1 (stereo partly drawn),13%,2%,-2%,0.0%,3%,0.3,100,-0.6%,0.9%,-6%,
CC(C)(C)OC(=O)CNC(=O)c1[nH]cnc1C(=O)NCCCCCNC(=O)OC(C)(C)C,5%,9%,7%,-1.4%,-1%,10,53,1.2%,-0.5%,-6%,
O=C(NC1CCOCC1)C1CCC(=O)N(CCc2ccc(Cl)cc2)C1 (stereo not drawn),7%,10%,-4%,0.6%,1%,0.0,53,0.6%,0.1%,-3%,
O=C(NCc1cccnc1)c1ccccc1NS(=O)(=O)c1ccc(Br)cc1,4%,/,/,/,/,-1.9,60,/,-0.6%,-8%,
CCOC(=O)CSc1nn(-c2ccccc2)c(=S)s1,2%,-6%,-6%,0.3%,-5%,0.9,43,-0.3%,3.6%,-12%,
CC(O)C(=O)NCCOCCOCCNC(=O)C(C)O (stereo not drawn),3%,8%,1%,0.1%,1%,-0.7,42,-0.9%,-0.3%,3%,
CC1=C(C(=O)Nc2ccc(Cl)cc2C(=O)N2CCC(C(N)=O)CC2)SCCO1,2%,4%,17%,0.2%,-2%,-0.2,62,0.2%,0.1%,-2%,
COc1ccc(NS(=O)(=O)c2cc(NC(=O)c3cc(=O)c4ccccc4o3)ccc2OC)cc1,5%,10%,11%,0.1%,-8%,2.0,59,-0.7%,0.5%,-2%,

# 2 entries drawn at random from those above:
SMILES,Rac1 GTP hydrolysis,Large T inhibition,AID2073,West Nile antiviral,SIAH1 antagonists,NTR1 ag,NTR1 ag cell count 20 µM,RSV antiviral HEp-2,UTI89 phage lysis,NS5 inhibitors,others
Cc1c(Cl)c(C(=O)NNC(=S)Nc2ccccc2)nn1C,6%,17%,-18%,/,1%,2.9,49,1.0%,1.4%,-1%,
COc1ccc(OC)c(CNc2ncc(-c3ccc(F)cc3)n2C)c1,?,/,-1%,-0.4%,-1%,1.0,46,/,0.3%,1%,NS5 inhibitors pilot replicate=6.7

# Next structures follow.
SMILES,Rac1 GTP hydrolysis,Large T inhibition,AID2073,West Nile antiviral,SIAH1 antagonists,NTR1 ag,NTR1 ag cell count 20 µM,RSV antiviral HEp-2,UTI89 phage lysis,NS5 inhibitors,others
Cc1[nH]c(C(=O)N/N=C/c2ccc(C(=O)O)cc2)c(C)c1C(=O)N/N=C/c1ccc(C(=O)O)cc1,8%,17%,5%,-0.2%,6%,0.5,42,1.8%,3.1%,0%,
COc1ccc(NC(=O)N2CCCC2C(=O)Nc2cccc(C)c2C)cc1 (stereo not drawn),10%,2%,-5%,-0.7%,4%,-1.8,43,0.8%,0.2%,-1%,
Cc1cccc(C)c1NC(=O)COC(=O)c1cc(S(=O)(=O)Nc2ccc(Cl)cc2)ccc1O,2%,/,/,/,/,0.8,63,/,1.0%,-2%,
Cc1cc(C(=O)NC2CCCCC2C)c2ccccc2n1 (stereo not drawn),2%,1%,?,-0.3%,-2%,-0.8,56,1.3%,-0.1%,0%,
N#CC1=C(N)Nc2ncnn2C1c1ccc([N+](=O)[O-])cc1 (stereo not drawn),5%,16%,-11%,0.2%,0%,-0.2,66,0.0%,0.3%,-2%,
O=C(CN1C(=O)c2ccccc2C1=O)N1CCOCC1,19%,13%,-5%,0.3%,2%,0.1,54,0.8%,0.6%,4%,
Cc1cc2n(n1)C(c1c[nH]c3ccccc13)Nc1ccccc1-2 (stereo not drawn),4%,-1%,11%,0.0%,-4%,9.2,83,?,0.0%,5%,
COc1ccc2[nH]c(=O)c(CN(CCc3cccc(C)c3)C(C)=O)cc2c1,13%,5%,-4%,-1.2%,7%,0.9,87,4.0%,-0.1%,-6%,
COC(=O)C1=C(CSc2nc3c(cc2C#N)CN(C)CC3)OC(N)=C(C#N)C1c1ccc(F)cc1 (stereo not drawn),10%,12%,44%,-0.2%,21%,4.3,86,1.4%,-0.1%,20%,
CC(=O)N(/N=C1/C(=O)Nc2ccccc21)c1ccccc1,5%,2%,11%,-0.7%,7%,4.3,87,3.7%,0.2%,-3%,
COC(=O)N/N=C/c1ccccc1OCCOc1ccc(OC)cc1,5%,18%,12%,0.2%,-6%,0.7,48,/,0.7%,-2%,
CCn1c(N2CCN(CC(=O)c3c(C)n(C)c4ccc(OC)cc34)CC2)nc2c1c(=O)[nH]c(=O)n2C,/,11%,-12%,0.1%,-1%,3.6,57,/,/,/,
CCNS(=O)(=O)c1cc(OC)c(Cl)cc1OC,5%,2%,-2%,1.8%,-3%,-2.5,58,0.8%,-2.3%,6%,
O=C(CN(C(=O)CNC(=O)c1ccco1)c1ccccc1F)NC1CCCCC1,1%,4%,-6%,-0.1%,-3%,1.9,49,1.2%,1.2%,-6%,
Cn1cc(/C=C/C(=O)N2CCCC(C(=O)c3cccc(C(F)(F)F)c3)C2)cn1 (stereo not drawn),4%,3%,-4%,-0.7%,1%,1.7,55,0.5%,2.1%,-2%,
CN(Cc1cccs1)C(=O)CSc1nc2ccccc2[nH]1,7%,10%,-7%,-0.3%,-3%,-1.2,36,-0.3%,-0.4%,6%,
O=C(Nc1ccc2c(c1)OCO2)C1CCCN1C(=O)OCc1ccccc1 (stereo not drawn),6%,7%,3%,-0.3%,3%,-0.9,51,-0.2%,0.5%,-1%,
CCCCn1nc(NC(=O)c2cccs2)c2cc3ccccc3nc21,11%,6%,10%,0.4%,-2%,13,72,42%,-0.1%,-12%,NS5 inhibitors pilot replicate=3.3
Cc1cc2c(cc1C)N(C(=O)CSC1=NCCS1)C(C)(C)c1ssc(=S)c1-2,5%,2%,-2%,?,-3%,16,60,16%,1.7%,-1%,
